# From PubChem
# IDE inh = inhibitors of human insulin-degrading enzyme in cells. P14735. HEK cells, FAbetaB cleavage, fluorescence polarization. inhibition, % at 5.59 µM. 0.41% of 320,000 active. AID 434962;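 active = percent inhibition above the average of all tested compounds plus 3 SD, set per screening campaign, cut at about 16% in these data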;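 also: IDE supplied by intact live HEK cells; FP after avidin binding of uncleaved biotin substrate so inhibition keeps polarization high; 0% = DMSO wells and 100% = 60 µM reference IDE inhibitor Ii1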
# Target sequence (P14735 whole entry, looked up): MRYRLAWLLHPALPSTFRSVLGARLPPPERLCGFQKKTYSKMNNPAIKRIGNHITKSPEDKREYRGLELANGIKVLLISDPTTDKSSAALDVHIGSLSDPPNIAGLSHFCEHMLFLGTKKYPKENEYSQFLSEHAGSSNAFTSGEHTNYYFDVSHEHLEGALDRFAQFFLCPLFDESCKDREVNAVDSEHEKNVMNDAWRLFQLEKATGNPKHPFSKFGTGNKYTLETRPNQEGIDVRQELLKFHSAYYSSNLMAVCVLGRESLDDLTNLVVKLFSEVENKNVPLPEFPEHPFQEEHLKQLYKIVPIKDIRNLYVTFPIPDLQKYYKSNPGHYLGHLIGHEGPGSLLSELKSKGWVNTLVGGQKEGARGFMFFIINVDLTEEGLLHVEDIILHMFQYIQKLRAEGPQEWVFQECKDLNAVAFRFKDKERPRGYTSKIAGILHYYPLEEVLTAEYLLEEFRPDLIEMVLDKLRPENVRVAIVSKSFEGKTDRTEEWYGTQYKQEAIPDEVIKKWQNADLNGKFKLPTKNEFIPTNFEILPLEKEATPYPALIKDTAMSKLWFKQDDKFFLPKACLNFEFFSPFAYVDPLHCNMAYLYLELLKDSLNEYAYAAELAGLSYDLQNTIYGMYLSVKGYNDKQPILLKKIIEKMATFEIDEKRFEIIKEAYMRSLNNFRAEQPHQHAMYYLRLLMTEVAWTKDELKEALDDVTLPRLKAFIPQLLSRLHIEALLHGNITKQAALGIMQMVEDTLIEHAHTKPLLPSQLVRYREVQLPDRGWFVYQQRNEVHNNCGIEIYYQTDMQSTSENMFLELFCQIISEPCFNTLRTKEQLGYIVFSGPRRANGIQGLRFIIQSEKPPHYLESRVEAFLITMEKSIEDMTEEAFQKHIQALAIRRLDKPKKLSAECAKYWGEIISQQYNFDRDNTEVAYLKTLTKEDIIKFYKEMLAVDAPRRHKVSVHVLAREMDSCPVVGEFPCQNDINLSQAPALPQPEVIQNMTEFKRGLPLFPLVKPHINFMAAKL
# PfM18AAP inh = blocks P. falciparum M18 aspartyl aminopeptidase; recombinant PfM18AAP, H-Glu-NHMec fluorogenic cleavage; inhibition, % at 7.35 µM; 1.2% of 290,000 active; AID 1822;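 active = inhibition above the campaign mean inhibition over all tested compounds plus 3 SD, cut at about 28% in these data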;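 also: 0% = plate median of test compound wells and 100% = 2 mM ZnCl2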
# VIM-2 inhibitor = inhibitors of Pseudomonas aeruginosa VIM-2 metallo-beta-lactamase | purified VIM-2, nitrocefin hydrolysis, epi-absorbance fluorescence | inhibition, % at 5.6 µM | 0.89% of 290,000 active;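 active = inhibition above the mean of all tested compounds plus 3 SD, cutoff set per screening run, cut at about 7.5% in these data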;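 also: red hydrolysis product quenches plate fluorescence so inhibitors raise well fluorescence; 0% = enzyme with DMSO and 100% = DMSO without enzyme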
# DNA FID counter = fluorescent intercalator displacement, NS3 helicase counter-screen. DNA fluorescent intercalator displacement, fluorescence. inhibition, % at 7.9 µM. 0.17% of 290,000 active; in the data active = inhibition above about 37%;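 also: 0% = vehicle and 100% = reference compound; higher means more ethidium bromide displaced from hairpin DNA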
# IMP-1 inhibitor = inhibitors of Pseudomonas aeruginosa IMP-1 metallo-beta-lactamase. purified IMP-1, nitrocefin hydrolysis, epi-absorbance fluorescence. inhibition, % at 5.6 µM. 0.45% of 290,000 active. AID 1556;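 active = inhibition above the mean plus 3 SD of all compounds in the same screening run, cut at about 4.5% in these data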;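 also: 0% = IMP-1 with DMSO and 100% = DMSO wells lacking enzyme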
#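 System – purified recombinant IMP-1 beta-lactamase · Input – IMP-1 dispensed at 0.2 nM · Timing – 15 min preincubation plus 25 min reaction at 25 °C · Signal – Epi-absorbance fluorescence, 480 nm excitation, 530 nm emission · Measure – percent IMP-1 inhibition derived from blank-referenced optical density · Controls – Enzyme-plus-DMSO low control, enzyme-free DMSO high control · Replication – singlicate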
# HCV NS3 hel inh = blocks Hepatitis C virus NS3 helicase unwinding. inhibition, % at 10.9 µM. NS3 helicase DNA unwinding, Cy5 molecular beacon fluorescence. 0.56% of 290,000 active;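 active = inhibition above the mean of all tested compounds plus 3 SD, set per campaign, cut at about 35% in these data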;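 also: 0% = DMSO wells and 100% = thioflavine S control wells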
#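 Control set: DMSO versus 110 µM thioflavine S; Material: NS3 helicase fragment of HCV; Measured by: Cy5 fluorescence at 0 and 60 min, beacon hairpin quenching; Read-out basis: percent inhibition from t60/t0 fluorescence ratio; Times: reaction time 60 min, 25 °C; Repeats: single replicate; Compound dosing: single dose, 10.9 µM nominal final, DMSO 0.8% final.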
# SUMO HTRF inh = inhibitors of human SUMOylation (UBC9); P63279; AID 2006; 0.36% of 290,000 active; inhibition, % at 35 µM; HTRF SUMOylation assay, SAE1/SAE2 + UBC9, in vitro; in the data active = inhibition above about 50%, passing the limit was not always enough; also: strong numbers were not always called active
# p-CIP stab down = lowers stability of the mouse p/CIP coactivator protein | AID 1984 | decrease of EGFP signal, % at 10 µM | 0.01% of 290,000 active | F442A p/CIP-EGFP cells, EGFP fluorescence, 16 h | Q05BA5;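 active = EGFP signal decrease of at least 30% at 10 µM or well 3 SD below plate mean, unless failing retest; inactive = the rest, including hits failing retest or dose response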; also: some compounds called inactive have numbers as strong as hits; many of its hits are not listed in these tables
# IDE act = activators of human insulin-degrading enzyme in cells; P14735; HEK cells, FAbeta-B cleavage, fluorescence polarization; 0% vehicle, 100% cell-free pure enzyme wells; activation, % at 5.96 µM; 0.073% of 340,000 active; AID 493087;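 active = activation above the mean of all tested compounds plus 3 SD, set per screening campaign, cut at about 17% in these data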
# Numbers without * were called inactive; · = not tested or not shown.
compound,IDE inh,PfM18AAP inh,VIM-2 inhibitor,DNA FID counter,IMP-1 inhibitor,HCV NS3 hel inh,SUMO HTRF inh,p-CIP stab down,IDE act
COc1ccc(NC(=O)CSc2nnc(-c3ccccn3)n2-c2ccccc2)cc1OC,0.8,9.3,0.8,-17.3,0.6,26.1,9.1,-12.0,-3.6
O=C(c1c(F)cccc1F)N1CCCC(c2nc(-c3cccs3)no2)C1 (stereo unspecified),-0.9,-0.3,-4.3,-29.4,-3.4,2.3,-0.9,-18.9,-0.3
COC(=O)C1C(=O)C(C(=O)/C=C/c2ccccc2)C(=O)CC1(C)C (stereo unspecified),-0.3,-0.4,-1.3,-3.2,-0.8,4.8,7.9,-3.8,2.1
COc1cccc(CN(C)CC(=O)Nc2sc3c(c2C#N)CCC3)c1OC,4.5,-4.5,-2.6,-18.2,-1.9,8.8,13.3,-9.1,4.6
CCn1cnc2cc(NC(=O)c3ccco3)ccc21,-0.1,-3.7,3.1,-0.7,-1.1,9.0,22.1,-10.1,0.3
O=C(NCCCN1CCCC(O)C1)c1cc(COc2ccc(F)cc2F)on1 (stereo unspecified),2.6,2.4,-1.8,0.0,-1.3,-4.7,10.4,-3.2,7.4
COc1ccccc1NC(=O)c1ccccc1Nc1ccccc1,0.4,0.0,-0.5,-6.6,-0.2,-9.7,-25.2,3.1,-0.6
Cn1c(=N)n(CC(=O)c2ccc(F)cc2)c2ccccc21,8.1,0.5,-1.9,-2.3,-2.6,-6.6,9.0,0.9,-1.9
CC12CC3CC(C)(C1)CC(C(=O)NC(=S)N1CCOCC1)(C3)C2,-4.0,9.1,-3.5,-15.1,-3.4,2.1,-14.6,-16.6,0.5
O=C(Nc1ccccc1C(=O)NCc1ccco1)Nc1cccc2ccccc12,2.6,2.2,-3.2,-6.3,-3.4,-3.5,9.0,-3.8,5.1
COc1cc(-c2noc(C3CCCN(C(=O)c4ccccc4)C3)n2)cc(OC)c1OC (stereo unspecified),-2.8,2.5,0.8,-40.4,-2.5,1.2,4.5,-9.7,-5.3
COc1ccc(-c2nc(-n3c(C)c(C(C)=O)c(C(C)=O)c3C)sc2C)cc1,-10.2,-4.0,0.7,-24.1,1.6,9.3,0.7,-16.5,-2.3
O=C(c1ccc(Cl)cc1)N1CCn2c1nc1ccccc12,1.3,-11.2,-1.0,0.5,-2.0,-2.2,-6.1,-6.8,0.0
CC(=O)c1c(C)oc2ccc(N(C(C)=O)S(=O)(=O)c3ccc(Br)cc3)cc12,-0.7,1.1,0.1,-43.5,-2.2,-9.0,7.1,-2.8,0.6
Cc1ccc2[nH]c(=O)c(CN(Cc3ccccc3)C(=S)NCCCN(C)C)cc2c1,6.2,-4.7,0.2,15.2,-0.3,-44.0,15.0,-10.4,4.8

compound,IDE inh,PfM18AAP inh,VIM-2 inhibitor,DNA FID counter,IMP-1 inhibitor,HCV NS3 hel inh,SUMO HTRF inh,p-CIP stab down,IDE act
Cc1cc(C)n(CCN(C)C(=O)CCc2nnc(CCC3CCCCC3)o2)n1,0.7,-4.5,-0.7,-26.2,-4.0,1.4,3.7,-10.7,-2.4
Cc1ccc(NC2CCCN(C(=O)c3cccc4nccnc34)C2)cc1C (stereo unspecified),6.3,9.0,-0.7,-11.3,-2.4,3.9,-10.6,6.2,0.2
Nc1n[nH]c(-c2cccc([N+](=O)[O-])c2)n1,2.0,-4.5,-1.1,-2.0,-2.2,2.8,4.1,-4.2,4.9
Nc1ccc(C(=O)OC2CCOC2=O)cc1[N+](=O)[O-] (stereo unspecified),1.4,-6.5,-3.5,-0.1,0.6,-3.2,9.0,-1.4,-2.2
Cc1cc(N2CCCCC2)nc(N)n1,6.7,-7.5,-2.7,-1.6,-3.1,-9.8,3.9,2.9,1.8
CCOc1cc(C2NC(=O)NC(O)(C(F)(F)F)C2C(=O)c2ccc(OC)cc2)ccc1O (stereo unspecified),-4.9,-2.9,-1.5,-9.6,-4.5,-4.3,-3.4,-19.1,2.0
CCOc1cc(/C=C(\C#N)C(=O)Nc2ccccn2)ccc1O,-2.7,3.4,-0.6,-1.7,-4.8,-1.5,-1.2,0.3,-2.3
C1=C(c2ccccc2)Nc2nnnn2C1c1cccs1 (stereo unspecified),-10.3,5.7,-2.7,-0.3,-2.4,-2.4,2.3,-57.3,2.4
CC1(C)CC(=S)Nc2ccccc2S1,-4.4,27.0,-1.4,-3.5,-4.8,-1.1,14.8,-3.1,5.2
Cc1ccc(C)c(OCC(=O)Nc2ccc(C(=O)O)cc2NC(=O)COc2cc(C)ccc2C)c1,-2.7,-1.9,0.4,-32.2,-1.2,-30.3,6.4,-8.5,-5.1
Nc1nonc1-n1nnc(C(=O)N/N=C/c2ccccc2Cl)c1-c1ccccc1,4.0,2.0,-0.3,-17.1,-4.8,-20.6,6.5,-1.5,1.8
COc1ccc(CCNS(=O)(=O)c2ccc3oc(C(=O)O)c(C)c3c2)cc1OC,11.1,2.4,0.9,-6.1,-1.8,-6.5,-0.4,-18.3,3.4
O=C(Nc1ccc(S(=O)(=O)Nc2ccccn2)cc1)c1ccc(Cl)cc1Cl,3.1,-0.5,-3.3,-22.0,-0.8,1.5,-4.2,-0.3,-4.1
COc1cc(NC(=O)Cc2cccs2)ccc1-n1cnnn1,-2.8,2.5,-2.5,-6.5,-2.3,7.7,2.0,-16.3,2.2
CS(=O)(=O)c1ccc2nc(NC(=O)c3cc(-c4ccccc4)nn3-c3ccccc3)sc2c1,-2.4,-5.1,-0.4,0.0,-2.0,1.8,22.9,-11.5,1.4

compound,IDE inh,PfM18AAP inh,VIM-2 inhibitor,DNA FID counter,IMP-1 inhibitor,HCV NS3 hel inh,SUMO HTRF inh,p-CIP stab down,IDE act
CCn1cc(CN2CCC(n3nccc3NC(=O)C(OC)c3ccccc3)CC2)cn1 (stereo unspecified),4.6,-10.0,-2.6,-2.9,-3.3,2.5,2.7,-12.6,-6.1
O=C(Nc1nnc(SCc2ccccc2F)s1)C1=COCCO1,5.5,-2.9,-3.5,-10.5,-4.2,-12.1,-1.0,0.2,2.9
COc1ccc(OC)c(-c2csc(CCn3nc(C)cc3C)n2)c1,0.2,4.7,-1.1,-30.0,-4.1,0.1,9.7,-15.3,2.6
CCCCC1CCC(C(=O)NCC(c2ccco2)N2CCOCC2)CC1 (stereo unspecified),2.4,5.3,-1.5,-50.7,-3.7,-3.1,21.0,-0.1,0.9
COc1cc2c(cc1OC)CN(C(=O)/C=C/c1ccc([N+](=O)[O-])cc1)CC2,1.9,21.7,-1.1,-23.2,0.8,-14.1,11.1,-15.6,-1.8
O=C1CCCN1CN(C(=O)c1ccccc1)c1ccc(F)cc1,5.3,-2.0,-1.2,-3.7,1.0,-0.9,28.1,0.8,5.0
CC(C)(C)C(=O)CN1C(=O)C2(OCCO2)c2ccccc21,-1.6,1.3,-0.5,-1.6,-1.5,-2.2,2.4,-9.0,4.1
CN(C)C=Nc1nonc1N,-2.3,1.1,-1.9,0.7,-1.1,3.8,-13.7,-7.0,-4.0
CC(=O)N1c2ccccc2Nc2ccccc21,5.0,-3.0,-3.9,-5.2,-1.4,5.3,2.0,-0.6,-0.1
Nc1cc(N)nc(SCC(=O)Nc2ccc3c(c2)OCO3)n1,7.0,4.6,-4.6,-10.8,-2.8,19.6,-1.7,-1.5,4.3
O=C(Cn1ncc2c1-c1ccccc1OC2)Nc1nc2ccccc2s1,-0.1,1.6,-3.3,-6.4,0.4,-14.9,9.5,-6.7,4.7
COc1ccc(-c2ccc(SCc3ccccn3)nn2)cc1OC,4.3,2.3,-1.1,-30.6,1.2,-5.3,-9.1,-20.5,-1.8
CCOc1ccccc1NC(=O)N1CCCC1C(=O)Nc1ccc(NC(C)=O)cc1 (stereo unspecified),-2.1,-2.3,-1.6,-8.9,-4.4,13.9,10.2,2.8,-5.2
COc1ccc(NC(=O)C2CCCN(c3cnccn3)C2)c(OC)c1 (stereo unspecified),-10.9,3.8,-3.5,-17.1,-4.8,2.4,3.3,-1.8,-5.0
CC(=O)NN1C(=O)c2ccc3c4c(ccc(c24)C1=O)C(=O)N(NC(C)=O)C3=O,1.7,5.1,0.5,-0.2,-0.2,8.2,-13.1,-1.5,0.7

compound,IDE inh,PfM18AAP inh,VIM-2 inhibitor,DNA FID counter,IMP-1 inhibitor,HCV NS3 hel inh,SUMO HTRF inh,p-CIP stab down,IDE act
COC(=O)CC1C(=O)NCCN1C(=O)CSc1nc2ccccc2o1 (stereo unspecified),-4.5,11.1,0.8,-3.0,-1.0,2.6,-16.2,-3.8,6.0
COc1ccccc1N1CCN(Cc2nc(-c3ccc(F)cc3)oc2C)CC1,5.1,14.8,0.1,-2.3,-2.1,-10.8,9.2,-12.6,5.1
CC(C)(C)NC(=O)C(c1cccs1)N(C(=O)C(=O)NC1CCCC1)c1ccccc1F (stereo unspecified),2.7,-4.8,-4.9,-32.6,-3.4,-12.9,1.1,-2.5,3.7
COCCNC(=O)c1cc(-c2cccnc2)nc2ccc(Br)cc12,8.7,-3.1,1.5,-3.4,-3.6,-10.2,17.8,-1.8,1.1
COc1ccc(NS(=O)(=O)c2ccc(NC(=O)c3cnn4c(C(F)F)cc(-c5ccc(C)cc5)nc34)cc2)cc1,·,1.9,-3.5,-7.6,-1.4,1.1,-2.9,-1.2,·
O=C(O)CCCc1nc(-c2ccccc2)no1,3.6,8.3,-1.0,0.6,-0.2,0.1,-9.5,-7.7,2.4
Cc1ccnc(NC(=O)CCC(=O)N(CC(=O)NCc2ccccc2)c2ccc3c(c2)OCO3)c1,-1.5,4.7,-3.6,-5.9,-5.3,18.0,-8.9,-3.5,-1.8
CC(C)(C)OC(=O)N1CCC(CNC(=O)c2ccc(F)cc2F)CC1,5.8,-4.9,-1.7,-34.3,-1.2,41.4*,29.0,0.3,·
CCc1ccccc1N1C(=O)[C@@H]2Cc3ccccc3CN2C1=O,7.3,-2.9,-1.2,-11.2,-1.2,-7.6,23.6,-0.5,1.6
CC(C)(C)NS(=O)(=O)c1ccc2[nH]c3c(c2c1)CCCCC3,-6.1,2.7,0.9,-20.1,-1.7,-22.7,-12.8,-4.3,0.1
C=CCSc1nc(O)c(C2OC(=O)c3c2ccc(OC)c3OC)c(=O)n1-c1ccccc1 (stereo unspecified),-1.4,-10.1,-0.8,-32.7,-1.5,16.0,22.6,4.3,6.3
O=C(COC(=O)CCC(=O)c1ccc(F)cc1)NCc1ccco1,2.9,-0.1,-1.6,1.0,-2.1,1.8,16.4,9.7,-2.6
COC(=O)c1c(C)oc(C)c1S(=O)(=O)NCc1cccs1,4.7,0.5,-2.8,-4.7,-1.9,-9.1,6.8,-1.1,-2.2
Cc1cc(OCCCCCN2CCCC2)ccc1Cl,10.0,1.6,-0.8,15.3,0.4,-18.1,22.1,-6.1,3.6
